# Screens: PubChem, National Center for Advancing Translational Sciences (NCATS)
# LDHA block – blocks human lactate dehydrogenase A; AID 1347041; activity change, % (values are at about 110 or 230 µM); P00338; purified LDHA, NADH/diaphorase-resazurin fluorescence; stronger effect = lower value; 0.15% of 480,000 active; in the data active = activity change below about -30%; inconclusive = mostly about -25% to -30%;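 note: plate controls were DMSO wells for no effect and wells without enzyme for full effect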
#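 Enzyme activity of human lactate dehydrogenase 5 (2 nM; 0.06 mM NADH, 0.2 mM pyruvate, 5 min, RT) is measured via a resazurin/diaphorase fluorescence readout of residual NADH.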
# USP1 inh – inhibitors of human USP1/UAF1 deubiquitinase | 0.23% of 390,000 active | AID 743255 | Potency, µM (highest dose often 57.1 µM), for inactives: top-dose activity change, negative = inhibition, actives largely listed as inhibitors | O94782 | recombinant USP1/UAF1, Ub-Rhodamine cleavage fluorescence; note: potency is the fitted concentration of half-maximal effect; % is set by controls: 0 for no effect and ±100 for the full control effect; nearly all actives have a fitted effect of over 60% in size; inactives centre near -12
# Target sequence (O94782 whole entry, looked up): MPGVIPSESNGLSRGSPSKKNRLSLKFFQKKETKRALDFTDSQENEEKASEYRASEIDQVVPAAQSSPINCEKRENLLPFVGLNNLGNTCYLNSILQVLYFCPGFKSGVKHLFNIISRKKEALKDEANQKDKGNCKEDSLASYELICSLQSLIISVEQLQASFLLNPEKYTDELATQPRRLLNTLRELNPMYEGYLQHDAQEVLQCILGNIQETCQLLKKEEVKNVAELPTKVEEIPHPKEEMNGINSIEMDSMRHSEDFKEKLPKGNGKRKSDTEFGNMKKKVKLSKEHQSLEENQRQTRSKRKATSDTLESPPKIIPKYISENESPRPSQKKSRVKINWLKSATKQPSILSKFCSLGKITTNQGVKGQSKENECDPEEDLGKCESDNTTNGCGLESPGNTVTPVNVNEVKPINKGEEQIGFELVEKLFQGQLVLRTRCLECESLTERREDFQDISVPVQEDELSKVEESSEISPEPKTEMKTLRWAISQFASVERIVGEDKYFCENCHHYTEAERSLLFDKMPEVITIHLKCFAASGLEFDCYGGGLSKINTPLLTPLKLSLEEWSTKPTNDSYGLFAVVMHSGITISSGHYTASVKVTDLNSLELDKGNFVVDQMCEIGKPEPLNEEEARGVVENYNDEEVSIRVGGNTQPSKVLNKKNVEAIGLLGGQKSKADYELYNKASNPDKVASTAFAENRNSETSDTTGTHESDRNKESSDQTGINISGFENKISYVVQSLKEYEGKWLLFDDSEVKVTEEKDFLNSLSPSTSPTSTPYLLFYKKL
#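 USP1/UAF1 complex at 1 nM was preincubated with compound for 15 min at room temperature, then Ub-Rho substrate (150nM final) was added. Fluorescence (480/540 nm) was read kinetically, 6 reads every 60 seconds.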
# GRP78 ERSR act – induces the endoplasmic reticulum stress response in human glioma cells; U87-MG GRP78 promoter luciferase reporter, 16 h; 0.02% of 420,000 active; Potency, µM, for inactives: top-dose activation, hits mostly activators; note: potency is the fitted concentration of half-maximal effect; series mostly up to about 76 µM; % of control where 0% means no effect; nearly all actives have a fitted effect of over 35% in size
#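 Stably transfected U87-MG human glioma cells carrying a GRP78-based luminescent sensor were seeded at 1000 cells/well, pin-dosed with compounds and incubated 16 h. Luciferase reagent was then added, and end-point luminescence was read after 10 min at room temperature.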
# TrxR1 substrate – rat thioredoxin reductase 1 substrate activity | purified TrxR1 substrate turnover, NADPH consumption readout | AID 588456 | Potency, µM (titrated, usually from 114 µM), without a hit: top-dose activity change, negative = substrate turnover | 0.01% of 390,000 active | O89049; note: potency is the fitted concentration of half-maximal effect; % is set by controls: 0 for no effect and ±100 for the full control effect; nearly all actives have a fitted effect of over 50% in size
#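 Rat TrxR1, dispensed at 90 nM, was prereduced with 400 uM NADPH (final) for 5 min at ~22 deg C, then incubated with compound 15 min before 400 uM selenite. A first-read NADPH fluorescence drop versus no-compound background flagged substrates.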
# Vif-A3F inh – Vif-A3F binding inhibition. Potency, µM (titrated, usually from 46.1 µM), without a hit: top-dose activity, negative = active. HeLa A3F-eYFP + Vif (tagged APOBEC3F with the HIV-1 protein that degrades it), YFP fluorescence increase. 0.2% of 390,000 active. AID 602313; note: potency is the fitted concentration of half-maximal effect; % of control where 0% means no effect; nearly all actives have a fitted effect of over 65% in size
#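 HeLa cells stably expressing A3F-eYFP plus Vif, plated and incubated overnight at 37 deg C, then exposed to compounds overnight at 37 deg C. Blocked degradation read as raised yellow fluorescence (Ex 488/Em 500-530).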
# PI4K2A block – PI4K2A (human) kinase inhibition | AID 1346378 | Q9BTU6 | activity change, negative = inhibition, % at 76.9 µM | purified PI4K2A, ADP-Glo luminescence, 1 h; stronger effect = lower value | 0.13% of 420,000 active; in the data active = activity change below about -50%; inconclusive = mostly about -30% to -49%;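 note: -100% = wells without enzyme as full effect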
#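 Compounds are screened against recombinant PI4K2A using PI as substrate and ATP, the latter dispensed at 300 microM. Reactions run one hour at ambient temperature before ADP-Glo detection; full inhibition defined by wells lacking enzyme.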
# Vif-APOBEC3G blk – blocks the Vif interaction with human APOBEC3G | Q9HC16 | HeLa A3G-eYFP + Vif (tagged APOBEC3G with the HIV-1 protein that degrades it), YFP fluorescence, overnight | Potency, µM (top dose mostly 46.1 µM), inactives show top-dose activity, negative = active, usual class: inhibitors | 0.076% of 410,000 active | AID 602310;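 note: potency is the fitted concentration of half-maximal effect; % is set by controls: 0 for no effect and ±100 for the full control effect; nearly all actives have a fitted effect of over 60% in size; hits raise eYFP signal because A3G escapes Vif-driven loss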
#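 HeLa cells stably expressing Vif and C-terminally eYFP-tagged A3G, seeded overnight at 37 deg C, then exposed to compound by pintool overnight at 37 deg C. Rise in yellow fluorescence (Ex 488/Em 500-530, Acumen) marks blocked Vif-driven A3G degradation.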
# IDH1 R132H inh – human IDH1 R132H inhibition; O75874; IDH1-R132H enzyme, NADPH consumption, diaphorase/resazurin fluorescence; Potency, µM (titrated, usually from 76.6 µM), inactives show at the top dose activity change, negative = inhibition, actives largely listed as inhibitors; 0.093% of 390,000 active; note: potency is the fitted concentration of half-maximal effect; % is set by controls: 0 for no effect and ±100 for the full control effect; nearly all actives have a fitted effect of over 65% in size
#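 IDH1-R132H (0.5 ug/mL) preincubated 30 min with compound, then NADPH (0.016 mM) and alpha-KG (2 mM) added; 80 min at RT, pH 7.5. Remaining NADPH coupled via diaphorase/resazurin to fluorescence (540/590 nm); concentration-response curves normalized to no-enzyme control.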
# RXFP1 ag – agonists of human relaxin receptor RXFP1; Q9HBX9; HEK293T-RXFP1 cAMP TR-FRET, 30 min; response scale: percent of porcine relaxin response, buffer zero; Potency, µM (doses to about 57.5 µM), for the others: at the highest dose activation, most hits filed as activators; 0.3% of 370,000 active; note: potency is the fitted concentration of half-maximal effect; % is set by controls: 0 for no effect and ±100 for the full control effect; nearly all actives have a fitted effect of over 60% in size; many of its hits are not listed in these tables
#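 HEK293T cells stably expressing RXFP1 were pretreated with the PDE4 inhibitor Ro 20174, exposed to compounds for 30 min at 37C, lysed, and cAMP was read by TR-FRET. Data normalized to buffer (basal) and 29 nM porcine relaxin (100%).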
# Active calls of the source: *; ? = inconclusive; · = not tested or not shown; & = joins results of further samples; [ ] = remark or other dose. Unless noted, calls come from the whole dose curve; as a rule, active = well fitted curve in the direction sought with a large enough effect; inconclusive = small, poorly fitted or top-dose-only effect, or another doubt; inactive = no such curve, though single readings can be large; an effect the other way counts as inactive or inconclusive. An excerpt; the hit share may differ from the screen's.
1. COc1ccc2c(c1)NC(c1ccc(F)cc1)=NC(c1ccc(F)cc1)=N2
2. CCN(c1ccccc1)S(=O)(=O)c1ccc2c(c1)CCCN2C(C)=O
3. O=C1CCCN1C(=O)COc1ccc([N+](=O)[O-])cc1
4. CC1CCc2nc(NC(=O)COc3ccc(C(C)(C)C)cc3)sc2C1 (configuration not stated)
5. CNC[C@@H]1Oc2ccc(NC(=O)Nc3c(C)noc3C)cc2CC(=O)N([C@H](C)CO)C[C@H]1C
6. COc1ccc(CNC(=O)CN(Cc2ccccc2F)C(=O)c2csnn2)cc1
7. Cc1ccc(S(=O)(=O)N(C)C)cc1NC(=S)NC1CCCC(C)C1C (configuration not stated)
8. Cn1c(NCc2cccnc2)nc2cc(-c3cccc(C(=O)NCCO)c3)sc2c1=O
assay / compound	1	2	3	4	5	6	7	8
LDHA block	7	-1	-8	-4	-7	-8	0	9
USP1 inh	-6%	-16%	-22%	-25%	-5%	5%	-20%	·
GRP78 ERSR act	0%	-1%	0%	-3%	-2%	1%	-4%	-3%
TrxR1 substrate	-4%	4%	-8%	-1%	9%[57.1 µM]	-1%	-8%	·
Vif-A3F inh	1%	-29%	1%	-3%	-2%	-5%	2%	·
PI4K2A block	1	1	-11	4	-5	6	-1	-15
Vif-APOBEC3G blk	-5%	1%	0%	3%	0%	5%	0%	-2%
IDH1 R132H inh	8%	0%	-6%	-12%	2%	-2%	3%	·
RXFP1 ag	2.2%	2.3%	8.6%	0.3%	·	-1.8%	2.4%	·

9. CCOc1ccc(NC(=O)CCNS(=O)(=O)c2ccc3c(c2)c(=O)n(C)c(=O)n3C)cc1
10. COc1ccc(C)cc1NC(=O)c1c(C(=O)Nc2cccc(C)c2C)sc2nc(C)cc(=O)n12
11. Cc1cccc(N2CCN(C(=O)c3ccccn3)CC2C)c1 (configuration not stated)
12. Cc1ccc(NC(=S)NCc2ccc3c(c2)OCO3)c(C)c1
13. Cc1ncccc1C(=O)N1CCCC(c2cc(C(=O)Nc3ccc(C(C)(C)C)cc3)no2)C1 (configuration not stated)
14. OC(CNCCC1C=Nc2ccccc21)Cn1c2ccc(Cl)cc2c2cc(Cl)ccc21 (configuration not stated)
15. CCc1noc(C)c1C(=O)NCCc1ccc(F)cc1
16. O=C(CSc1nc(-c2ccccc2)cc(=O)[nH]1)Nc1ccccn1
assay / compound	9	10	11	12	13	14	15	16
LDHA block	-8	1	0	-4	7	-5	-9	6
USP1 inh	-9%	-17%	-23%	-12%	·	-8%	-5%	-16%
GRP78 ERSR act	-5%	-1%	-1%	3%	11%	-14%	-4%	-3%
TrxR1 substrate	6%	-4%	4%	3%	·	4%	5%	-5%[57.1 µM]
Vif-A3F inh	-2%	-5%	-22%	·	·	8%	-20%	2%
PI4K2A block	9	3	1	2	1	2	-4	-8
Vif-APOBEC3G blk	1%	0%	-11%	-2%	3%	1%	-5%	-8%
IDH1 R132H inh	-12%	-9%	12%	-3%	·	-3%	6%	4%
RXFP1 ag	-0.2%	-0.1%	2.9%	1.1%	·	2.0%	-0.6%	-0.9%

17. O=C(CSc1nnnn1-c1cccnc1)Nc1ccccc1F
18. CCOC(=O)CSc1cc(-c2ccccc2)nc2ncnn12
19. Cc1ccc(C(C(=O)NC2CCCC2)N2CCc3ccccc32)cc1 (configuration not stated)
20. O=C(COC(=O)C1CC(=O)N(Cc2ccccc2)C1)Nc1ccc([N+](=O)[O-])cc1Br (configuration not stated)
21. CCCCn1nnnc1SCC(=O)NNC(=O)c1ccco1
22. COc1ccc(OC)c(-c2noc(N3CCN(c4ccc(C(C)=O)cc4)CC3)n2)c1
23. O=C(O)C(CC1CCCCC1)N1CCS(=O)(=O)CC1 (configuration not stated)
24. CCCNS(=O)(=O)c1cc(Cl)ccc1OC
assay / compound	17	18	19	20	21	22	23	24
LDHA block	-6	-7	-7	-6	-1	-7	-2	-13
USP1 inh	-4%	-14%	?	-28%	-3%	-17%	-8%	1%
GRP78 ERSR act	-3%	-8%	-3%	-5%	7%	10%	-2%	4%
TrxR1 substrate	-2%	-6%[57.1 µM]	1%	·	-6%	0%	1%[57.1 µM]	3%[57.1 µM]
Vif-A3F inh	5%	-1%	-2%	-3%	-16%	-11%	6%	-5%
PI4K2A block	-6	3	3	-2	0	-3	5	-1
Vif-APOBEC3G blk	1%	-12%	1%	1%	0%	-1%	0%	-2%
IDH1 R132H inh	8%	8%	-3%	2%	-8%	7%	-13%	-3%
RXFP1 ag	0.4%	12%	-0.7%	·	0.4%	3.4%	0.2%	0.5%

# Brought forward from above: 2 entries, then new ones.
23. O=C(O)C(CC1CCCCC1)N1CCS(=O)(=O)CC1 (configuration not stated)
24. CCCNS(=O)(=O)c1cc(Cl)ccc1OC
25. COc1ccc(NC(=O)c2sc(SCc3ccccc3)nc2N)cc1
26. N/C(=N\OC(=O)COc1ccc2ccccc2c1)c1ccncc1
27. COc1ccc(S(=O)(=O)N(C)CC(=O)N2CCOCC2)cc1
28. Cc1c(C(=O)NNS(=O)(=O)c2ccccc2)sc(=S)n1C
29. COc1ccc(-c2csc(NCCn3c(C)nc4cc(C(F)(F)F)ccc43)n2)cc1
30. CCC(Sc1nc2cc(OC)c(OC)cc2c(=O)n1Cc1ccc(OC)cc1)C(=O)NCCOC (configuration not stated)
31. CC(=O)Nc1nc(N)n(-c2ccccc2)n1
32. COc1ccccc1C(=O)NCCCn1cc(Br)c(C)n1
assay / compound	23	24	25	26	27	28	29	30	31	32
LDHA block	-2	-13	-1	0	-1	9	1	-1&-8	-6	2
USP1 inh	-8%	1%	-12%	-11%	?	-6%	-13%	-15%&-25%	-16%	0%
GRP78 ERSR act	-2%	4%	2%	-3%	-2%	-1%	0%	-3%&-2%	-2%	-5%
TrxR1 substrate	1%[57.1 µM]	3%[57.1 µM]	-9%	-4%	6%	-17%	2%	-5%	-6%	4%
Vif-A3F inh	6%	-5%	3%	0%	-16%	6%	10%	9%&-7%	7%	3%
PI4K2A block	5	-1	-3	-1	2	6	9	-2&2	3	0
Vif-APOBEC3G blk	0%	-2%	3%	1%	1%	-1%	-10%	0%&-7%	0%	2%
IDH1 R132H inh	-13%	-3%	2%	-2%	0%	5%	12%	2%&-4%	3%	4%
RXFP1 ag	0.2%	0.5%	0.6%	-2.5%	2.6%	-0.2%	·	-1.3%&-0.1%	-0.4%	-0.4%

33. CN(C)CCCOC(=O)c1ccc(Cl)cc1Cl
34. CN1C(=O)C(=O)/C(=C(/O)c2ccccc2)C1c1ccc(Br)cc1 (configuration not stated)
35. O=C(O)c1ccc(CN2C(=O)c3ccc(C(=O)O)cc3C2=O)cc1
36. Cc1ccc(C)c(NC(=O)CSc2nc(=O)n(CCN3CCOCC3)c3c2CCC3)c1
37. CCOC(=O)CSc1nc(N)c(C#N)cc1C#N
38. CCN(CC)CCNC(=O)c1ccc2nc(CCc3ccccc3)oc2c1
39. O=C(NCCSCc1ccccc1)c1ccc(Cl)c(S(=O)(=O)N2CCOCC2)c1
40. CC(=O)Nc1ccc(NC(=O)c2nc(SCc3ccccc3F)ncc2Cl)cc1
assay / compound	33	34	35	36	37	38	39	40
LDHA block	0	2	-2	2	2	-3	-6	-3
USP1 inh	-3%	-15%	0%	8%	-12%	-26%	-16%	·
GRP78 ERSR act	-4%	-2%	2%	-4%	2%	3%	-4%	-4%
TrxR1 substrate	5%	-13%	-1%	-4%[57.1 µM]	19%	7%[57.1 µM]	-1%	8%
Vif-A3F inh	0%	0%	-14%	0%	-5%	7%	3%	·
PI4K2A block	3	6	-1	0	2	4	-5	·
Vif-APOBEC3G blk	0%	-4%	0%	1%	0%	5%	3%	4%
IDH1 R132H inh	10%	6%	3%	-5%	1%	0%	5%	·
RXFP1 ag	2.5%	0.6%	-18%	6.0%	3.1%	-3.7%	0.3%	·

# Quoted at random: two records from the list.
35. O=C(O)c1ccc(CN2C(=O)c3ccc(C(=O)O)cc3C2=O)cc1
34. CN1C(=O)C(=O)/C(=C(/O)c2ccccc2)C1c1ccc(Br)cc1 (configuration not stated)
assay / compound	35	34
LDHA block	-2	2
USP1 inh	0%	-15%
GRP78 ERSR act	2%	-2%
TrxR1 substrate	-1%	-13%
Vif-A3F inh	-14%	0%
PI4K2A block	-1	6
Vif-APOBEC3G blk	0%	-4%
IDH1 R132H inh	3%	6%
RXFP1 ag	-18%	0.6%

# New compounds follow.
41. Cc1ccc(C2=CC(c3ccc(C)cc3)n3ncnc3N2)cc1 (configuration not stated)
42. Cc1nc2cc(Cl)ccc2n1-c1ccccc1
43. O=S(=O)(CCN1CCCCC1)CCS(=O)(=O)CCN1CCCCC1
44. CC(C)[C@H](NC(=O)N1CC(=O)Nc2ccccc21)C(=O)N[C@@H](Cc1ccccc1)C(=O)O
45. Cn1c(=O)c(C(=O)COC(=O)c2cc(C3CC3)nc3ccccc23)c(N)n(Cc2ccccc2)c1=O
assay / compound	41	42	43	44	45
LDHA block	-2	-5	-2	1	1
USP1 inh	?	-2%	-12%	1%	15%
GRP78 ERSR act	7%	3%	0%	-1%	-3%
TrxR1 substrate	42%[activator]	-12%	13%	7%	-6%
Vif-A3F inh	-5%	0%	1%	-5%	?
PI4K2A block	-1	0	0	0	-5
Vif-APOBEC3G blk	-3%	-1%	2%	-7%	-10%
IDH1 R132H inh	1%	3%	9%	-7%	-5%
RXFP1 ag	·	2.9%	·	-0.8%	-0.8%
